# Bioassay records as filed in PubChem BioAssay.
# TRPM1 prom inh = inhibitors of MITF-driven TRPM1 promoter in melanoma cells; SK-MEL-5 TRPM1 promoter luciferase, 24 h; inhibition, % at 12.5 µM; hit rate 0.83% among 330,000; AID 488899;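 active means mean inhibition across replicates of 60% or more, whatever share of single replicates reaches that level; inconclusive means some that reach 60%, reason not given; inactive means mean inhibition across replicates below 60%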; further: values of inactives mirror those of a sister screen read the other way
# NR2E3 ag-1 = agonists of human nuclear receptor NR2E3; AID 2300; GST-NR2E3/biotin-RetCOR TR-FRET, 1536-well; hit rate 0.12% among 320,000; Q9Y5X4; inhibition of corepressor binding, % at 4.78 µM;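 active means percent inhibition above the cutoff of mean plus 3 SD of all tested compounds, set per screening campaign, cut at about 20% in these data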;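 further: 0% = DMSO wells and 100% = biotin wells as full block of FRET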
# Target sequence (Q9Y5X4 whole entry, looked up): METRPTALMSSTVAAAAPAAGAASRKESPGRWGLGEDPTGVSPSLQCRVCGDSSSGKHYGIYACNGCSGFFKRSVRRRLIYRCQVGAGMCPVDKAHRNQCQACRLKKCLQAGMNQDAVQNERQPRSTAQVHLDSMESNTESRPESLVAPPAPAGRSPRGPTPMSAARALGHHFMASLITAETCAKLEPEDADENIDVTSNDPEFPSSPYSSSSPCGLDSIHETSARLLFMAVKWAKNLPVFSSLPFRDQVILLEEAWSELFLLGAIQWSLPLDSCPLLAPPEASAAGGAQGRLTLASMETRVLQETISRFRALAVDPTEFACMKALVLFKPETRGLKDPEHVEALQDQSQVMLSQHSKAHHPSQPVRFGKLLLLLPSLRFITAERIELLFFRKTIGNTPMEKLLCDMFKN
#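 System: GST-NR2E3 and biotin-RetCOR proteins; probe or stimulus: 7 nM biotin-RetCOR; doses: compound at 4.8 µM, single dose; schedule: Compound–protein incubation for 5 h at 4 °C; detection: time-resolved FRET; read-out: percent inhibition; controls: biotin wells as high control, 0.6% DMSO wells as low control; format: 1536-well plates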
# CaV13 FRET inh = Disruptors of the CACNA1D IQ motif to Ca2+-dependent inactivation inhibitor domain association, primary screening, Förster resonance energy transfer in intact living …; HEK cells, CFP/YFP FRET ICDI-IQ, plate reader, 10 min; percent FRET-ratio fall versus neutral wells; inhibition, % at 12.3 µM; hit rate 0.098% among 340,000; AID 743397;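 active means mean replicate inhibition of at least 30% and at least 1% of replicates passing that level; inconclusive means only one of the two criteria is met; inactive means neither criterion is met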;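 further: 0% = median of the neutral control wells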
# Vif imaging = blocks HIV Vif function. hit rate 0.35% among 340,000. HEK293T cells, Vif self-association by quenched fluorescence, imaging, 24 h. inhibition, % at 7.49 µM; in the data active means inhibition above about 50%, passing the limit was not always enough; inconclusive means no clear call, values can overlap the other calls; inactive means below about 31%; further: some results filed as inactive read as strong as hits
# KKLEB tox = counter-screen for CF NF-kB inhibitors: cytotoxicity. KKLEB CF airway cells viability, ATPlite luminescence, overnight; stronger effect = lower value; cells stimulated with P. aeruginosa culture filtrate. activity change (cytotoxicity), % at 5 µM. hit rate 0.36% among 360,000;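 active means corrected activity change at or below -50% at 5 µM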
# CF NFkB block = cystic fibrosis NF-kB activation inhibition | KKLEB NF-kB-GFP reporter, PAF-induced, GFP fluorescence overnight | inhibition, % at 5 µM | hit rate 0.86% among 360,000 | AID 588850;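 active means at least 50% inhibition at 5 µM, scaled per plate between neutral and stimulator controls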;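 further: PAF is a Pseudomonas aeruginosa culture filtrate used as stimulus; plate controls were PAF-stimulated DMSO wells for no effect and unstimulated DMSO wells for full effect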
# PDI turbidity = inhibitors of human protein disulfide isomerase; P07237; PDI insulin aggregation turbidity, A650, 90 min; inhibition, % at 10 µM; hit rate 0.052% among 350,000;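 active means mean inhibition across replicates of 30% or more, whatever share of single replicates reach that level; inconclusive means mean inhibition below 30% while every single replicate reaches 30%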;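 further: absorbance from insulin aggregation driven by PDI reduction with DTT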
# Target sequence (P07237 whole entry, looked up): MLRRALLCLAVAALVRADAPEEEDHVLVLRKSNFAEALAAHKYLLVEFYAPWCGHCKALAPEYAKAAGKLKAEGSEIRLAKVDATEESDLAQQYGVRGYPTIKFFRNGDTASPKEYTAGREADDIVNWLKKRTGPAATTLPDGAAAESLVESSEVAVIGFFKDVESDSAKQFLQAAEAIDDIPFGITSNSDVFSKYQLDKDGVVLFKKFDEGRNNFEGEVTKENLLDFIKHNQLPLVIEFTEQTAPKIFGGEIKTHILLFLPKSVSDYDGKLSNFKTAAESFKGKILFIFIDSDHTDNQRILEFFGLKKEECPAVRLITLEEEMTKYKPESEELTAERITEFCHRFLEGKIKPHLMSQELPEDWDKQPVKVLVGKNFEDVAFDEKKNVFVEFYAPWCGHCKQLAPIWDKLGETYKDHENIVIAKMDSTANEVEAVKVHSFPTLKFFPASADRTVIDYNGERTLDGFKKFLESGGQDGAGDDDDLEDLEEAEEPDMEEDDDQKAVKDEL
# HIF-2a block = inhibitors of HIF-2a | 786-0 RCC cells HIF-2a reporter, luciferase luminescence, overnight | inhibition, % at 18.8 µM | hit rate 0.72% among 360,000 | AID 624352;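 active means inhibition of the luminescence signal of 40% or more relative to plate controls, in a single-dose primary screen at 18.75 µM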
# Peg3 promoter = reduces Peg3 promoter-driven luciferase expression in HeLa; HeLa PEG-Prom luciferase reporter, luminescence, overnight; inhibition, % at 20 µM; hit rate 1.7% among 360,000; AID 588405;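 active means inhibition of at least 50% at 20 µM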
# NR2E3 ag-2 = human photoreceptor-specific nuclear receptor agonism. Q9Y5X4. CHO-S Gal4-NCOR/VP16-NR2E3 two-hybrid, luciferase. inhibition of corepressor binding, % at 3.98 µM. hit rate 0.35% among 360,000. AID 602229;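 active means inhibition above the mean of all tested compounds plus 3 SD, cut at about 70% in these data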;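 further: 0% = DMSO with NR2E3 transfected cells and 100% = cells lacking NR2E3 construct; higher means lower luciferase signal from less NR2E3 corepressor binding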
# Shn3 inh set2 = Schnurri-3 reporter inhibition in Clone20 osteoblasts | Clone20 osteoblast Shn3 3'UTR firefly luciferase, 24 h | inhibition, % at 12.5 µM | hit rate 0.52% among 360,000 | AID 588674;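 active means mean inhibition of at least 75% with every replicate also reaching 75%; inconclusive means mean inhibition at least 75% but some replicate below; inactive means mean inhibition below 75%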;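 further: 0% = median of neutral control wells and 100% = pilot-screen positive control compound; some compounds past the cut are filed as inactive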
# An asterisk follows results filed as active; ? = inconclusive; nt = not tested or not shown.
SMILES,TRPM1 prom inh,NR2E3 ag-1,CaV13 FRET inh,Vif imaging,KKLEB tox,CF NFkB block,PDI turbidity,HIF-2a block,Peg3 promoter,NR2E3 ag-2,Shn3 inh set2
O=C(Nc1ccccc1C(=O)O)/C(=C/c1ccc(Cl)cc1Cl)NC(=O)c1ccco1,-1,5,-6,6,3,7,1,3,-19,24,-15
O=C(CCc1nc2ccccc2c(=O)[nH]1)Nc1ccccc1N1CCCCC1,nt,nt,-13,-5,-1,17,-5,3,0,-18,10
O=C(CCCCCN1C(=O)c2ccccc2C1=O)NCCc1nc2ccccc2[nH]1,12,-2,-2,-21,-4,-8,1,14,6,18,16
Cc1ccc(C)c(NCc2ccccc2CO)c1,-5,1,6,-5,-1,7,-10,1,-6,-9,2
Cc1ccccc1-c1nsc(SCC(=O)Nc2ccc3c(c2)OCO3)n1,-17,-1,-5,1,0,10,-4,-185,-242,-15,-10
COc1cc(C)c(C(C)C)cc1S(=O)(=O)NC1CC(C)(C)NC(C)(C)C1,-3,1,-3,17,-1,4,1,2,-1,-16,-10
Cc1ccc(S(=O)(=O)N(CC(O)CN2CCCC2)c2ccccc2)cc1 (configuration not stated),-4,0,-6,-4,4,6,6,-21,4,-14,3
Cc1cc(C)[n+]2[nH]c(N)c(N=Nc3ccccc3)c2n1,-21,-5,4,-3,-5,5,9,-114,-72,-4,0
Cc1ccc(NC(=O)C(=Cc2ccc(C(=O)O)cc2)C(=O)Nc2ccc(C)cc2C)c(C)c1,49,0,nt,2,-58*,14,-8,85*,95*,28,?
Cc1ccccc1-c1nc(-c2ccc(Br)o2)no1,-27,-1,-18,-9,-4,-2,2,-265,-311,-31,-89
O=C(O)C1CCN(c2ccc(S(=O)(=O)N3CCCCC3)cc2[N+](=O)[O-])CC1,1,nt,-7,-10,-2,2,1,14,14,7,-4
Cc1ccc(NS(=O)(=O)c2ccc(C(=O)Nc3nncs3)cc2)cc1,8,nt,-4,-15,8,-69,-1,-2,17,20,16
Cc1nnc(NC(=O)c2ccc3nccnc3c2)s1,-45,nt,-16,-8,22,-8,12,-78,-49,-29,-62
O=C(CN1CCc2ccccc2C1)Nc1ccc(F)cc1,2,nt,-5,2,3,7,1,11,-2,-14,31
C=CCn1c(=NC(=O)c2ccc(S(=O)(=O)N3CCCc4ccccc43)cc2)sc2cc(S(N)(=O)=O)ccc21,19,0,-7,-12,1,14,15,20,6,-33,-6
COc1ccc(CCNC2CCC(c3ccccc3)CC2)cc1 (configuration not stated),1,2,-20,6,-5,9,11,20,14,-9,17
CCC1(CC)C(C#N)C(=O)NC(=O)C1C#N (configuration not stated),2,nt,-6,-3,14,-29,-69,3,0,-5,-24
COc1ccc(C(=O)CN2C(=O)NC3(CCCCCC3)C2=O)c(OC)c1,-25,-2,-12,-5,-3,-1,-2,-56,-42,-9,-3
Fc1cccc(/C=C2\CCCC3=C2NC(=S)NC3c2cccc(F)c2)c1 (configuration not stated),8,0,-19,4,18,-4,1,5,17,-23,19
CNC1=C([N+](=O)[O-])CC([N+](=O)[O-])=C(N2CCNCC2)N1C,-1,4,-5,3,22,-17,1,16,14,-9,-10
Cc1cc2cc(CNC(=O)c3ccc(Br)o3)ccc2[nH]1,-34,1,5,-1,2,13,nt,13,5,-1,1
Cc1cccc(NC(=S)NNC(=O)c2cccc([N+](=O)[O-])c2)c1,2,3,-5,-4,14,2,-2,-188,-62,6,-55
CC(C)(C)n1cnc2cc(NC(=O)c3ccccc3)ccc21,-28,2,-18,3,7,12,1,-222,-206,-134,-72
CN(C)S(=O)(=O)c1cccc(NC(=S)N/N=C/C(c2ccccc2)c2ccccc2)c1,-4,-3,-5,-2,-2,2,-1,15,6,-24,3
O=C(NCc1ccccc1)c1onc(CSc2ccc(F)c(F)c2)c1C(=O)NCc1ccccc1,-1,1,-2,29,7,-7,-5,7,7,13,20
O=C(NCc1cccnc1)c1cc(C(=O)NCc2cccnc2)cc([N+](=O)[O-])c1,nt,nt,-5,1,-1,22,-6,4,7,-5,-19
Cn1c(S(=O)(=O)Cc2ccc(Cl)cc2)nc2ccccc21,0,-1,7,3,6,-32,-9,-8,-10,-5,7
OC(COc1ccc2ccccc2c1Br)Cn1ccnc1 (configuration not stated),6,6,-5,nt,-16,-9,-10,-59,-50,15,29
CC(C)C(C(=O)O)N1C(=O)/C(=C/C=C/c2ccco2)SC1=S (configuration not stated),12,16,nt,5,6,14,11,7,22,-37,9
CC(C)c1c(C(=O)N/N=C/c2ccsc2)nnn1-c1nonc1N,9,-5,-15,0,-15,-8,-2,-1,-34,-15,1
S=c1nc(-c2ccccc2Br)[nH][nH]1,-13,2,-9,7,-11,-15,0,-15,11,0,11
CCOc1ccc(C(=O)Nc2ccc(NC(=O)c3cccs3)cc2)cc1[N+](=O)[O-],4,4,-7,14,-28,23,-20,7,27,-7,-9
COc1ccccc1CN1CCNC(=O)C1CC(=O)N(C)CC1CCOCC1 (configuration not stated),4,0,-7,1,9,19,12,0,-3,-16,-4
C=CCNc1oc(Cc2cccc3ccccc23)nc1C#N,17,1,-6,-1,1,-16,2,13,22,4,9
O=C(C[C@H]1C[C@@H]2c3cc(NC(=O)c4ccc5c(c4)OCO5)ccc3O[C@@H]2[C@H](CO)O1)NCc1cc(F)ccc1F,nt,nt,nt,24,17,0,0,-9,3,-10,9
COc1nc(NCC(C)C)nc(Oc2ccc(=O)n(-c3ccccc3)n2)n1,nt,-2,-7,-3,-6,10,nt,-9,3,-5,8
Cc1nn(CC(=O)Nc2ccc(C(=O)N3CCCC3)cc2)c(=O)c2ccccc12,6,-2,-4,0,10,-8,-1,7,3,-6,12
O=C(CCN1C(=O)/C(=C/c2ccccc2F)SC1=S)NCCCn1ccnc1,0,1,-7,-4,11,-7,9,0,-35,4,-10
COc1ccc(NC(=O)c2cnc3ccccn3c2=O)c(OC)c1,nt,nt,-7,5,1,-7,-2,-229,-210,-55,-18
COCC(=O)N1CCC(Oc2ccc(C(=O)NC(C)c3csc(C)n3)cc2)CC1 (configuration not stated),-12,-1,-2,3,-3,14,0,0,1,2,2
CCOC(=O)C(NC(C)=O)(Nc1ccc(S(N)(=O)=O)cc1)C(F)(F)F (configuration not stated),-1,-2,0,-2,-3,-17,1,14,12,-11,-6
Cc1ccc(C)c(NC(=S)N2CCC(c3nc4ccccc4s3)CC2)c1,-1,-4,-7,7,0,-5,4,-11,-1,-4,20
CC1(C(=O)NCC2CCCCC2)CCN1CCc1ccccc1 (configuration not stated),nt,nt,-5,-1,-13,-22,-2,9,8,-6,11
Cc1cc(C)cc(N(CC(=O)NC2CCC(C)CC2)S(=O)(=O)c2c(C)[nH]c(=O)[nH]c2=O)c1 (configuration not stated),-5,1,-4,20,4,0,4,15,-2,-16,nt
CCC(=O)c1cn(CC(=O)Nc2cccc(C)c2)c2ccccc12,nt,19,13,-5,-2,9,-2,10,11,-8,-1
COc1cc(C(O)P(=O)(OC(C)C)OC(C)C)cc(OC)c1OC (configuration not stated),6,-2,-2,0,0,4,17,14,9,11,5
CCCCn1c(N)c(N2CCOCC2)c(=O)n(CC(=O)NC(C)c2ccccc2)c1=O (configuration not stated),-4,-1,0,2,3,19,0,-14,-58,-25,12
O=C(NC(=S)Nc1ccccc1N1CCCC1)c1ccc(-c2cccc([N+](=O)[O-])c2)o1,4,-5,-3,7,-5,-3,-3,-10,2,8,-13
Cc1cc(C)n(Cc2ccc(NC(=O)c3nn(C)cc3[N+](=O)[O-])cc2)n1,37,0,-8,4,-10,2,-1,-34,23,9,3
CC1(C)OC(=O)C(=CNC(CCC(N)=O)C(=O)O)C(=O)O1 (configuration not stated),3,1,-6,35,1,-2,-4,10,14,3,-8
Brc1ccc(Oc2nnnn2-c2ccccc2)cc1,-3,2,-6,1,-14,-2,0,-36,2,7,-22
CCOC(=O)Cc1csc(NC(=O)CSc2nnc(-n3nc(C)cc3C)c3ccccc23)n1,18,4,-4,-19,4,2,2,15,28,-3,-7
CC(=O)c1cn(C)c(=O)c2ccccc12,9,2,0,17,1,2,0,21,8,-18,0
CN1CCN(CC2(O)CCN(S(=O)(=O)c3ccc(Cl)cc3)CC2)CC1,6,1,-6,14,-1,12,8,-2,12,7,1
O=C(N/C(=C/c1cccs1)C(=O)N1CCCC1)c1ccccc1,7,0,-7,-5,-19,-1,-5,8,5,-9,7
O=C1C2CCCN2C(c2ccco2)N1c1ccc(F)cc1 (configuration not stated),4,-3,-6,3,7,6,-5,19,7,-4,2
CCc1nnc(NC(=O)CSc2nc3c(C)cccc3[nH]2)s1,-4,-3,-8,0,-1,15,2,-3,11,-39,4
COc1ccc(C(=O)OCCNC(=O)c2ccncc2)cc1OC,-4,-4,-5,3,-2,-3,-20,16,-3,3,-29
Cc1cccn2cc(CNc3ccccc3)nc12,-40,3,-5,-7,3,-5,-1,-191,-209,-83,-59
COc1ccccc1-c1noc(-c2ccccc2C(=O)N2CCOCC2)n1,14,2,0,-4,10,-7,-3,19,6,-16,-7
# The results go on.
SMILES,TRPM1 prom inh,NR2E3 ag-1,CaV13 FRET inh,Vif imaging,KKLEB tox,CF NFkB block,PDI turbidity,HIF-2a block,Peg3 promoter,NR2E3 ag-2,Shn3 inh set2
NS(=O)(=O)c1ccc(CNC(=O)c2csc3c2CCCC3)cc1,1,4,-6,-3,10,-2,-3,4,-2,-2,2
CCNc1nc(NC(C)C)nc(SCCOc2ccc(C)cc2)n1,5,1,nt,-8,-20,27,13,25,26,3,1
O=C(Nc1ccc(-c2cn3c(n2)SCC3)cc1)c1ccc2c(c1)OCO2,-18,1,3,2,3,1,5,-101,-115,-31,-21
Cc1cc2nnc(SC3CCOC3=O)n2c2ccccc12 (configuration not stated),5,-2,-3,5,-7,-9,-7,10,17,-27,4
C[C@@H]1CN([C@@H](C)CO)C(=O)c2cc(NC(=O)CCN3CCOCC3)ccc2O[C@@H]1CN(C)C(=O)Nc1ccccc1,7,nt,-2,7,4,-16,15,4,-1,6,-12
CN(C)c1ccc(CNC(=O)C2(C)Cc3c(-c4ccccc4)ccnc3O2)cc1 (configuration not stated),nt,nt,-7,nt,3,-6,-3,4,21,-7,13

# HIF-2a block: entries above that show a hit
Structure	TRPM1 prom inh	NR2E3 ag-1	CaV13 FRET inh	Vif imaging	CF NFkB block	PDI turbidity	HIF-2a block	Peg3 promoter	NR2E3 ag-2	Shn3 inh set2
Cc1ccc(NC(=O)C(=Cc2ccc(C(=O)O)cc2)C(=O)Nc2ccc(C)cc2C)c(C)c1	49	0	nt	2	14	-8	85*	95*	28	?
